High-throughput results from PubChem BioAssay.
Mtb RmlCD inh – M. tuberculosis RmlC/RmlD inhibition; P9WH09+P9WH11; RmlC+RmlD coupled enzyme assay, percent inhibition; primary screen in compound mixtures; inhibition, % at 3.6 µM; 0.03% of 160,000 active; AID 1533; in the data active means inhibition mostly above about 34%, no sharp cut-off; inconclusive means no clear call, values can overlap the other calls; inactive means mostly below about 22%; further: some results filed as inactive read as strong as hits
Target sequence (P9WH09 whole entry, looked up): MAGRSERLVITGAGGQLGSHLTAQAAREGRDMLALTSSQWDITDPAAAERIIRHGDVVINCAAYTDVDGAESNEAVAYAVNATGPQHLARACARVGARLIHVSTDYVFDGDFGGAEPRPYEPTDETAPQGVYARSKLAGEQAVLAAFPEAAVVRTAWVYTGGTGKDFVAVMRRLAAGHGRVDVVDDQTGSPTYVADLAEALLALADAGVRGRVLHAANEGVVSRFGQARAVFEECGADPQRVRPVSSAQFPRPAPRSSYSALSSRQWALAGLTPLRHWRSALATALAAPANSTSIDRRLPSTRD
Target sequence (P9WH11 whole entry, looked up): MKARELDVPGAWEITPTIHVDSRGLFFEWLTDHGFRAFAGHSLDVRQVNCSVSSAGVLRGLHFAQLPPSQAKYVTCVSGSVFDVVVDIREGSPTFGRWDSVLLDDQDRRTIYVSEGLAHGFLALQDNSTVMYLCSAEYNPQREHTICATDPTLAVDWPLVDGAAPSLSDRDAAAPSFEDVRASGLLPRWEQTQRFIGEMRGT
GlmU inhibition – inhibition of mycobacterial GlmU enzyme – biochemical, glucosamine-1-phosphate acetyltransferase (AID 1376); M. tuberculosis GlmU acetyltransferase enzyme assay; higher % means a stronger effect; 0.25% of 220,000 active; one-dose inhibition, %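 (tested at 30 µM in the primary screen)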; IC50 in µM for titrated hits; in the data active means inhibition above about 13%; inconclusive means no clear call, values can overlap the other calls;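 further: 0% = complete reaction with vehicle and 100% = reaction without substrate; strong numbers were not always called active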
Active calls of the source: *; ? = inconclusive; nt = not tested or not shown; & = joins results of further samples. Only part of the results is shown; count on the stated rates, not on these rows.

Values in the order – Mtb RmlCD inh	GlmU inhibition
COc1ccc(CCNC(=O)COC(=O)c2cc(OC)c(OC)cc2OC)cc1
→ 0.9	4.9%
O=C(CN1C(=O)NC2(CCCCCCC2)C1=O)NC1CCCc2ccccc21 (centres undefined)
→ -5.0	1.9%
COc1ccc2nc(SCC(=O)Nc3ccc(S(=O)(=O)Nc4nccc(C)n4)cc3)[nH]c2c1
→ nt	-1.5%
CC(C)(C)NC(=O)CSc1nnc(CN2CCCCCC2=O)n1-c1ccccn1
→ 0.3	1.5%
CC(=O)N/C(=C/c1ccc([N+](=O)[O-])cc1)C(=O)O
→ -1.6	0.6%
COc1cccc(CNCCc2c[nH]c3ccccc23)c1OCc1ccccc1F
→ nt	-14.6%
Cc1cc(NC(=O)CSc2nc(C3CC3)nc3sc4c(c23)CCC(C)C4)no1 (centres undefined)
→ nt	0.0%
CN1CCN(CC(=O)N(C)c2nc(-c3ccccc3)cs2)CC1
→ nt	-1.2%
CC(C)CC(=O)OCC(=O)Nc1ccccc1Sc1ccccc1
→ -10.6	5.3%
N#Cc1ccc(NC(=O)COC(=O)C2=COCCO2)cc1
→ 8.1	-1.9%
COC(=O)c1c(NC(=O)CC2Sc3ccc(C(F)(F)F)cc3NC2=O)sc(C)c1C (centres undefined)
→ nt	3.9%
Cc1c(C(=O)NCc2cccnc2)oc2ccc(S(=O)(=O)N3CCCCCC3)cc12
→ nt	-0.2%
Cc1ccc(-c2nc(CSCC(=O)Nc3cc(C)on3)c(C)o2)cc1
→ ?	0.2%
O=c1[nH]c2ccccc2n1C1=CCCC1
→ nt	2.9%
CCSc1nc(=S)cc(C)[nH]1
→ nt	-0.9%
O=C(NCc1ccccc1)N1CCN(c2ccc(F)cc2)CC1
→ nt	5.0%
O=S(=O)(c1ccccc1)c1nc(NCc2ccccc2)sc1Cl
→ nt	1.9%
Cc1cccc(-n2ncc3c(Nc4c(C)n(C)n(-c5ccccc5)c4=O)ncnc32)c1
→ 8.9	1.1%
O=C(COC(=O)c1ccccc1F)Nc1cccnc1Cl
→ 4.7	-3.2%
C=CCNC(=O)c1onc(CSc2ccc(F)cc2)c1C(=O)O
→ nt	2.6%
CCCCn1cnc2c(oc3nc4c(cc32)CCCC4)c1=O
→ -13.4	nt
COc1ccc(C(=O)C(C)Oc2cccc(NC(=O)c3cccc([N+](=O)[O-])c3)c2)cc1 (centres undefined)
→ -4.7	-3.6%
CCN(CCCNC(=O)CN1C(=O)COc2ccccc21)c1ccccc1
→ -10.7	0.3%
Cc1cc(Cl)c2ccc3ccccc3c2n1
→ 6.7	-1.8%
Nc1ccccc1S(=O)(=O)c1ccccc1N
→ nt	3.2%
c1ccc(-c2nc3ccccc3nc2-c2ccccn2)nc1
→ nt	-6.1%
CCN1CCCC1CNC(=O)c1ccc2c(=O)n(CCOC)c(=O)[nH]c2c1 (centres undefined)
→ nt	1.1%
O=C(NC1CCCC1)c1cc(S(=O)(=O)N2CCOCC2)c(Cl)cc1Cl
→ -2.7	0.6%
Nc1c(C(=O)NCc2ccco2)nnn1CC(=O)Nc1ccc2c(c1)OCO2
→ -11.8	-2.3%
O=C(NCCN1CCN(c2ccccc2)CC1)C1CCCN(S(=O)(=O)c2cnc[nH]2)C1 (centres undefined)
→ -8.1	-6.4%
COc1ccc(CCN=Cc2ccccc2O)cc1OC
→ -10.3	-2.7%
O=C(NCc1ccco1)C(=O)c1c[nH]c2ccccc12
→ 4.9	-4.9%
Cc1noc(NS(=O)(=O)c2ccc(NC(=O)COc3ccccc3)cc2)c1C
→ -10.9	1.5%
O=C(CNC1CCN(Cc2ccccc2)CC1)Nc1ccc(S(=O)(=O)N2CCCCC2)cc1
→ 18.5	-0.5%
Cc1nc(SCC(=O)Nc2c(C)n(C)n(-c3ccccc3)c2=O)nc(C)c1C
→ -7.8	1.9%
COc1cccc(-c2nnc3sc(C4CCCCC4)nn23)c1
→ -5.8	4.0%
COc1ccc(CCNC(=O)c2cccnc2SC)cc1
→ 6.2	4.2%
O=c1cc(NS(=O)(=O)c2ccccc2)nc(SCc2c(Cl)cccc2Cl)[nH]1
→ -19.6	0.9%
O=C(c1ccc(-c2cccc(Cl)c2Cl)o1)N1CCOCC1
→ -7.9	-7.1%
CN(C)c1ccc(/C=N/NC(=O)C(O)c2ccc(Br)cc2)cc1 (centres undefined)
→ -7.4	1.7%
O=C1C=C(c2ccccc2)OC(=O)C1C(=O)c1ccccc1 (centres undefined)
→ 3.0	1.7%&6.7%
COc1cc2c(C(=O)NCc3ccc4c(c3)OCO4)cn(CC(C)C)c(=O)c2cc1OC
→ -40.4	3.4%
O=C(Nc1ccc(Cl)cn1)C1CC1
→ -2.4	-4.2%
CCOC(=O)N1CCN(Cc2nc(N)nc(Nc3ccc(Oc4ccccc4)cc3)n2)CC1
→ nt	-1.8%
CSc1nc(N(CCO)CCO)c2sc3nc(-c4ccco4)c4c(c3c2n1)CCC4
→ -2.0	2.6%
COC(=O)COc1ccc(S(=O)(=O)N2CCN(c3ccccc3F)CC2)cc1
→ 18.7	1.9%
Cc1cccc(C(=O)N2CCC(c3nc(-c4ccc(S(=O)(=O)N5CCOCC5)cc4)no3)CC2)c1
→ 12.3	2.4%
COC(=O)c1ccc(CN2CCN(CCc3ccccc3)C(CCO)C2)cc1 (centres undefined)
→ nt	-1.2%
COc1ccc(CSc2nc(CSC)cc(N3CCOCC3)n2)cc1
→ nt	0.1%
CC(C)n1c(Nc2ccccc2)nc2ccccc21
→ 19.1	-0.4%

Copied from the results shown, 2 compounds:
Values in the order – Mtb RmlCD inh	GlmU inhibition
COc1ccc(CSc2nc(CSC)cc(N3CCOCC3)n2)cc1
→ nt	0.1%
CC(C)n1c(Nc2ccccc2)nc2ccccc21
→ 19.1	-0.4%

(list continues)
Values in the order – Mtb RmlCD inh	GlmU inhibition
CCOc1ccc(-n2nnc3c(=O)n(C/C=C/c4ccccc4)cnc32)cc1
→ 6.0	0.3%
Cc1ccc(OCC(=O)NN2C(=O)c3ccccc3C2=O)cc1
→ -7.8	1.5%
Cc1ccccc1NC(=O)CSc1nc2c(c(-c3ccco3)c1C#N)CCCC2
→ -9.4	5.8%
CCOC(=O)c1cnc(-n2nc(C)cc2C)nc1-n1nc(C)cc1C
→ nt	-2.2%
O=c1ccc(-c2ccccc2)n[nH]1
→ -6.6	-2.4%
COC(=O)Cc1ccc(NC(=S)Nc2ccc(N3CCOCC3)cc2)cc1
→ -4.9	-0.4%
COc1ccc(S(=O)(=O)N(CC(=O)Nc2cccnc2)c2ccccc2OC)cc1
→ 6.6	-0.7%
O=C1C2C3C=CC(CC3)C2C(=O)N1/N=C/c1ccc(O)cc1 (centres undefined)
→ -8.1	-1.3%
CCCNS(=O)(=O)c1ccc(CCC(=O)NCC2CCCO2)cc1 (centres undefined)
→ -11.1	-3.0%
CC1Cc2ccccc2N1C(=O)CCN1C(=O)C2C3C=CC(C3)C2C1=O (centres undefined)
→ 2.6	6.1%
CCNC(=S)NN=C1c2ccccc2-c2ccccc21
→ -13.9	-7.3%
Clc1ccc2c(c1)C(c1cccs1)=NNC(c1cccnc1)=N2
→ nt	-0.5%
CCOc1ccc(-c2nc(-c3cccnc3)no2)cc1OCC
→ nt	4.6%
CC(C(=O)O)N1C(=O)CSc2ncccc21 (centres undefined)
→ nt	6.2%
Cc1ccc(-c2noc(C3CCCN(S(=O)(=O)c4ccc(S(=O)(=O)N(C)C)cc4)C3)n2)o1 (centres undefined)
→ 7.8	-4.2%
O=C(CN1C(=O)CCC1=O)Nc1ccc(S(=O)(=O)N2CCOCC2)cc1
→ 10.5	nt
Cc1c(C(=O)NNc2cc(=O)n(C)c(=O)n2C)cccc1[N+](=O)[O-]
→ nt	-2.7%
Cc1c(C#N)c2ncnc(-c3ccccc3)c2n1-c1ccccc1
→ 1.0	3.4%
COc1ccc(OCCN2CCN(C3CC(=O)N(CCC(C)C)C3=O)CC2)cc1 (centres undefined)
→ 17.4	6.2%
COC(=O)c1ccc(NC(=O)CCn2c(=O)oc3ccccc32)cc1
→ nt	2.6%

Four of these compounds in another layout:
Structure: Cc1c(C(=O)NNc2cc(=O)n(C)c(=O)n2C)cccc1[N+](=O)[O-]
  Mtb RmlCD inh = nt | GlmU inhibition = -2.7%

Structure: Cc1c(C#N)c2ncnc(-c3ccccc3)c2n1-c1ccccc1
  Mtb RmlCD inh = 1.0 | GlmU inhibition = 3.4%

Structure: COc1ccc(OCCN2CCN(C3CC(=O)N(CCC(C)C)C3=O)CC2)cc1 (centres undefined)
  Mtb RmlCD inh = 17.4 | GlmU inhibition = 6.2%

Structure: COC(=O)c1ccc(NC(=O)CCn2c(=O)oc3ccccc32)cc1
  Mtb RmlCD inh = nt | GlmU inhibition = 2.6%

New compounds follow
Values in the order – Mtb RmlCD inh	GlmU inhibition
CCn1c(SCC(=O)Nc2ccc(C)cc2)nnc1-c1ccc(O)cc1
→ 40.6	-1.3%
Cc1cccc(C)c1NC(=O)c1cc(S(=O)(=O)N2CCOCC2)ccc1F
→ nt	-7.5%
Cc1ccccc1OCCNC(=O)c1ccccc1Sc1ccccc1C#N
→ nt	-2.6%
COc1cccc(NC(=O)N2CCCC(C(=O)Nc3ccccc3OC)C2)c1 (centres undefined)
→ 12.6	-2.0%
CC(C)c1nc2sc(C(=O)O)c(N)c2c2c1CCCC2
→ nt	1.4%
O=C(OCC1COc2ccccc2O1)c1ccccc1F (centres undefined)
→ nt	-3.5%
COC(C(=O)Nc1ccc(F)cc1)c1ccccc1 (centres undefined)
→ nt	1.6%
CC(=O)Nc1ccccc1C(=O)C(=O)Nc1cccc(Br)c1
→ 17.3	-1.6%
COc1cccc(C(=O)Nc2cccc(C(=O)NCC(C)C)c2)c1
→ -6.4	-3.8%
CC(C)CC(=O)Nc1ccc2c3c(cccc13)CC2
→ -11.1	3.1%
CCOC(=O)C(NC(=O)c1ccc(F)cc1)(Nc1nnc(C)s1)C(F)(F)F (centres undefined)
→ nt	1.8%
Cc1ccc(C(C)C)c(OCC(=O)Nc2ccc(N3CCN(S(C)(=O)=O)CC3)cc2)c1
→ 18.8	-0.9%
COc1cccc(CN2CCNC(=O)C2CC(=O)NCCOc2cccnc2)c1 (centres undefined)
→ -10.1	-2.0%
N#C/C(=C\c1cccc(NC(=O)c2ccccc2Cl)c1)C(=O)NCCc1ccccc1
→ -8.5	4.1%
OCCNCCSc1ccc(Cl)cc1
→ 9.2	3.3%
CCCCN(CC)C(=O)Cc1cn(C)c2ccccc12
→ nt	-0.1%
COc1cccc(CNC(=O)CCC2CCCN(C(=O)c3ccc(C)nc3)C2)c1 (centres undefined)
→ -7.4	2.3%
O=C1S/C(=C\c2ccc(Cl)cc2)C(=O)N1CCn1cnnn1
→ -13.2	-3.1%
O=C(O)C1CCCN(S(=O)(=O)c2ccc3c(c2)OCCO3)C1 (centres undefined)
→ -9.7	-5.0%
Cn1nc(-c2ccccc2)c(CSc2ccccc2)c1Cl
→ nt	-2.7%
Cc1ccc(CSCC(=O)NCc2cccnc2)cc1
→ nt	-4.5%
NC(=O)CSc1nnc(-c2ccncc2)n1CCc1ccccc1
→ -0.7	3.9%
COc1cc(N=C(N)N=C(N)N)cc(OC)c1
→ -3.9	3.5%
COc1cccc2cc(S(=O)(=O)c3ccccc3)c(=Nc3ccc4c(c3)OCCO4)oc12
→ 1.4	2.0%
COc1cccc2cc(-c3ccccc3)c(=O)oc12
→ nt	-6.5%
CC(C)Oc1ccc(C(CC(=O)O)NC(=O)C(Sc2ccccc2)c2ccccc2)cc1 (centres undefined)
→ -5.1	-1.6%
COc1ccc(NC(=O)C2CCCN(S(=O)(=O)c3cccc4nonc34)C2)cc1OC (centres undefined)
→ 3.8	-4.6%
COC(=O)C1=C(N)Oc2cc(C)n(CCCn3ccnc3)c(=O)c2C1c1cccc(Cl)c1 (centres undefined)
→ nt	-18.2%
CN(C)CCNc1cnn(-c2ccccc2)c(=O)c1Cl
→ 5.4	-3.2%
Cc1cc(C)n(CCCO)c(=O)c1C#N
→ nt	-2.5%
Cc1ccc(Cn2nnc3c(=O)n(CC(=O)N4CCN(c5ccccc5)CC4)cnc32)cc1
→ 2.4	-6.9%
Oc1ccc(-c2onc3ccc(Cl)cc23)cc1
→ -3.2	4.1%
COc1cc(OC)cc(C(=O)NCCSc2c[nH]c3ccccc23)c1
→ 4.8	-6.7%
CC(=O)c1c(C)[nH]c(C(=O)OCC(=O)Nc2ncc(Cl)c(C)c2Cl)c1C
→ nt	10.5%
COc1ccc(/C(N)=N/OC(=O)Cc2ccccc2OC)cc1
→ nt	2.0%
Cc1ccc(C)c(-c2cc(C(=O)Nc3nccs3)c3ccccc3n2)c1
→ nt	3.7%
CC(C)n1c(O)c(/C=C2\C=NN=C2c2ccccc2)sc1=S
→ 6.0	6.0%
N#CCN1CCN(CCC(=O)Nc2ccc(OCc3ccccc3)cc2)CC1
→ nt	1.4%
CC1(C2CC(C(F)(F)F)n3nc(C(=O)O)cc3N2)CC1 (centres undefined)
→ -8.1	6.5%
Cc1ccc2nc(SCc3nc4c(cnn4-c4ccccc4)c(=O)[nH]3)[nH]c2c1
→ 14.6	nt
CCCC(=O)Nc1ccc(C(=O)NCC2CCCO2)cc1 (centres undefined)
→ nt	-1.8%
Cc1ccc(N(CC(=O)NC(C)(C)C)C(=O)CNC(=O)c2cccs2)c(C)c1
→ -8.5	0.3%
